Source: PubChem (The Scripps Research Institute Molecular Screening Center)
TTR transcr act – activators of transthyretin transcription; activation, % at 16.7 µM; actives 1.3% (n = 92,000); SH-SY5Y TTR promoter Gaussia luciferase, luminescence; 100% = recombinant luciferase protein wells;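 active = activation above the mean of all tested compounds plus 3 SD, cut at about 9.5% in these data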;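 also: cells exposed to compounds for one day before reading; 0% = median of all test compound wells on the plate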
Active calls of the source: *; & = joins results of further samples.

SMILES	TTR transcr act
COCCCn1c(=O)c2sccc2n(Cc2ccc(C)cc2)c1=O	0.3
CCCCCN(C(=O)NC(=O)Nc1ccc(C)cc1)S(=O)(=O)c1ccccc1	-2.0
CCCCCn1c(=N)n(CC(O)COc2ccccc2OC)c2ccccc21 (stereo unspecified)	-0.9&-0.8
O=C(Nc1ccccc1)OCCOc1ccccc1	-1.0
O=C(C1CCN(S(=O)(=O)c2ccccc2)CC1)N1CCc2ccccc21	0.3
COc1cccc(NC(=O)CN(C)C(=O)c2cccc(S(=O)(=O)Nc3ccc(C)cc3)c2)c1	2.7
Cc1ccc(Nc2nc(CSc3nnc(-c4cccnc4)n3-c3ccccc3C)cs2)cc1	-2.7
CCN(CC)CCCNc1cc(C(F)(F)F)c(C#N)c2nc3ccccc3n12	-0.3
CCN(C(=O)CSc1nnc(-c2cccc(F)c2)n1N)c1c(N)n(Cc2ccccc2)c(=O)[nH]c1=O	-1.1
CCc1ccc[n+](-c2[nH]c(=O)sc2/C=N/N=C(\[O-])CCn2c3ccccc3c3ccccc32)c1	2.0
O=C(CSCc1ccc(Cl)cc1)NCc1ccccn1	12*
O=C1C2C3C=CC(O3)C2C(=O)N1N=C1CCCCC1 (stereo unspecified)	1.5
Cc1cc(Nc2cccc(Cl)n2)n(-c2ccccc2)n1	2.6
O=C1c2ccccc2C(=O)N1c1ncn[nH]1	-0.4
Nc1ccccc1SCc1csc(-c2ccc(Cl)cc2)n1	0.2
COc1ccc(/C=N\NC(=O)CCc2c(C)n[nH]c2C)c(OC)c1OC	-0.9
CN1[C@H](Cc2ccccc2)COc2cccc(F)c2S1(=O)=O	-2.3
Cc1nc(-c2ccc(S(=O)(=O)N3CCN(C(c4ccccc4)c4ccccc4)CC3)s2)cs1	4.4
CCOCCCNC(=O)c1c(N)n(-c2ccc(S(N)(=O)=O)cc2)c2nc3ccccc3nc12	-1.2
COc1ccc(C(=O)NC2CCN(CC(=O)NC3CCCCC3)CC2)cc1	-1.9
Cc1cccc(-n2ncc3c2CCCC3NC(=O)CCN2CCCCO2)c1C (stereo unspecified)	-1.7
Cc1nn(CC(=O)Nc2ccc(C(=O)N3CCCCC3)cc2)c(=O)c2ccccc12	1.7
Cc1cccc(NC(=S)N(CCN2CCOCC2)Cc2cc3cc4c(cc3[nH]c2=O)OCO4)c1	-0.5
COc1ccccc1NC(=O)CSc1nnc(COc2ccc(Cl)cc2)n1Cc1ccco1	-2.9
CS(=O)(=O)N(CC(=O)NCc1ccco1)c1cccc([N+](=O)[O-])c1	0.0
CCOc1ccc2nc(NC(=O)c3ccco3)sc2c1	2.1
N#CCCN1CCC(NC(=O)OCc2ccccc2)CCC1=O (stereo unspecified)	4.0
CC(C)NC(=O)[C@@H]1C[C@@]1(C)[C@@H](NC(=O)OCc1ccccc1)c1ccccc1	3.0
COc1ccc(-c2c(C(=O)O)c(-c3ccccc3)cn2C)cc1	-1.1
COCCNC(=O)C1(C)CCCN(C(=O)c2cccc(OC(F)(F)F)c2)C1 (stereo unspecified)	1.2
O=C(O)CCCNS(=O)(=O)Cc1ccccc1	-0.7
CC(CN1CCOCC1)OC(=O)COc1ccc(F)cc1 (stereo unspecified)	0.3
CCn1c(CSCc2ccc(F)cc2)nnc1SCC(=O)N1CCN(c2ccccc2)CC1	-6.7
CC(C)CC(C(=O)NC(C)(C)C)N(CC1CCCO1)C(=O)c1snc(C(N)=O)c1N (stereo unspecified)	-0.9
Cc1ccc(Oc2nc(C(F)(F)F)nc3ccccc23)cc1	-1.4
CC(CNC(=O)c1ccc(Br)o1)NC(=O)c1ccc(Br)o1 (stereo unspecified)	0.3
COc1cc(/C=C/C(=O)NCC(=O)N2CCC(N(C)CCN3CCOCC3)CC2)ccc1OC(C)C	3.9
Cc1nc2ccccc2cc1C(=O)N/N=C/c1ccccc1[N+](=O)[O-]	2.1
COc1cc(C(F)(F)F)c(C(=O)N(C)Cc2ccc(Cl)c(Cl)c2)cn1	1.4
CCOC(=O)c1oc2ccccc2c1NC(=O)c1cccs1	0.4
COc1ccc(C(=O)NC2CCN(S(=O)(=O)c3ccccc3)CC2)cc1	-0.2
CC(=O)N1CCc2cc(S(=O)(=O)Nc3ccccc3N3CCN(C)CC3)ccc21	0.6
COC(=O)c1ccc(CNC(=O)Cn2cnc3c(SC)nc(N)nc32)cc1	1.6
CN1Cc2c(N3CCOCC3)nc3sc(C(=O)c4ccccc4)c(N)c3c2CC1(C)C	0.3
C[C@@H]1CN([C@@H](C)CO)C(=O)CCCn2cc(nn2)CO[C@H]1CN(C)S(=O)(=O)c1cccc(F)c1	-0.4
COc1cccc(CNC(=O)CN2C(=O)CC(c3ccccc3)=Nc3ccccc32)c1	1.9
CCOc1cc(S(=O)(=O)N2CCCCCC2)ccc1F	2.6
Cn1c(CC(=O)NC(C)(C)CO)c(Sc2ccccc2)c2ccccc21	1.8
COc1cc(OC)cc(C(=O)Nc2ccccc2N2CCOCC2)c1	-1.4
O=C(Cn1nnc(N2CCCCC2)n1)c1ccc(Cl)c(Cl)c1	1.9
CCC(C)(C)n1nnnc1CN(Cc1ccc(Cl)cc1)Cc1ccco1	-6.3
COc1ccc(OC)c(NC(=O)COC(=O)c2cc3c(s2)CCC3)c1	0.0
Nc1nnc(SCC(=O)NNC(=O)c2ccccc2F)s1	1.7
CCN(CC)S(=O)(=O)c1cc(C(=O)NC2=NCCS2)ccc1Cl	-1.5
CCOc1ccc(-n2c(SCC(N)=O)nc3sc4c(c3c2=O)CCN(C)C4)cc1	1.4
COc1ccc(OC)c(/C=C/C(=O)OCC(=O)Nc2ccc(Cl)c(S(=O)(=O)N(C)C)c2)c1	-2.4
CSc1cccc(NC(=O)N2CCN(C)CC2)c1	4.9
O=C(OCC#CCSc1nnc(-c2ccccc2)o1)c1cccs1	-1.5
O=C(COC(=O)CNC(=O)c1ccc(F)cc1)Nc1cccc(S(=O)(=O)N2CCCC2)c1	-0.1
O=C(Cn1cc([N+](=O)[O-])cn1)NCC1CCCO1 (stereo unspecified)	0.1

Ordered by number of heavy atoms (ascending): part of the list above
SMILES	TTR transcr act
O=C(OCC#CCSc1nnc(-c2ccccc2)o1)c1cccs1	-1.5
COc1ccc(OC)c(NC(=O)COC(=O)c2cc3c(s2)CCC3)c1	0.0
Cn1c(CC(=O)NC(C)(C)CO)c(Sc2ccccc2)c2ccccc21	1.8
COc1cccc(CNC(=O)CN2C(=O)CC(c3ccccc3)=Nc3ccccc32)c1	1.9

(listing goes on)
SMILES	TTR transcr act
CC(Nc1nc(=S)nc(Nc2ccc(F)cc2)[nH]1)c1ccccc1 (stereo unspecified)	-0.4
COc1ccccc1C(=O)Nc1nnc([C@@H]2C[C@H](O)[C@@H](CO)O2)s1	-0.3
Cc1nnc2sc(-c3ccc(-c4ccc(Cl)c(C(F)(F)F)c4)o3)nn12	-2.6
Cn1c(CNC(=O)C(Cc2ccccc2)NC(=O)c2ccccc2)cc(=O)n(C)c1=O (stereo unspecified)	0.7
Cc1oc(S(=O)(=O)N2CCOCC2)cc1C(=O)Nc1ccc(F)cc1	0.3
COc1ccc(S(=O)(=O)N(C)C)cc1NC(=O)C1CCN(c2ncnc3sc(C)c(C)c23)CC1	-4.2
CC(C)(C)c1ccc(C(=O)N2CCCN(c3ccc([N+](=O)[O-])cn3)CC2)cc1	-1.7
Cc1nn2c(NCCN(C)C)c3c(nc2c1-c1ccccc1)CCCC3	1.6
CC(C)(CNC(=O)c1ccc([N+](=O)[O-])c(Cl)c1)CNC(=O)c1ccc([N+](=O)[O-])c(Cl)c1	-3.7
NC(=O)CSc1nc2ccccc2nc1SCC(N)=O	-1.5
CC(=O)c1ccc(NC(=O)CCCN2C(=O)/C(=C/C(C)=C/c3ccccc3)SC2=S)cc1	-0.6
CCCNC(=O)CSc1nnc(-c2ccco2)n1C	3.2
COCc1cc([C@@H]2C[C@H]3CN(c4ccccc4)C(=O)[C@]34CCCN24)ccc1OC	5.5
Clc1ncnc2c1oc1ccccc12	1.0
COCOCCn1cc(CN2CCS(=O)(=O)N(Cc3ccc(-c4ccc(Cl)c(Cl)c4)cc3)C(C)C2=O)nn1 (stereo unspecified)	-3.5
O=C(NCCC(=O)N1CCC2(CC1)NCCc1[nH]cnc12)c1cccc(Cl)c1	-1.2
O=C(O)c1cc(-c2cccnc2)nn1-c1ccccn1	0.0
CC(C)OCCCNC(=S)N1CCC(C(=O)c2ccc(Cl)cc2)CC1	-1.0
COC(=O)c1ccc2c(c1)N(Cc1ccccc1F)C(=O)c1ccccc1S2=O (stereo unspecified)	0.6
CN(CCCNC(=O)CSc1cc(=O)n(C)c2ccc(Cl)cc12)Cc1ccccc1	0.8
Cc1nc2cc(NC(=O)CCS(=O)(=O)c3ccccc3)ccc2s1	-1.4
CC1(C(=O)NS(=O)(=O)c2ccc(Br)cc2)CCN1C(=O)Cc1ccsc1 (stereo unspecified)	-0.7
CCOC(=O)c1sc(NC(=O)CSc2nnnn2-c2ccc(C)c(C)c2)nc1C	0.9
Cc1cc(C)n(CC(=O)N2CCCC(N3CCN(c4cccc(C(F)(F)F)c4)CC3)C2)n1 (stereo unspecified)	1.5
Cc1noc(C)c1CSc1ncnc2sc3c(c12)CCCCC3	0.0
CCn1c(SCc2cccc(C(F)(F)F)c2)nnc1-c1ccco1	0.7
CCN(CC)Cc1c(O)ccc2c(=O)c(-c3ccccc3)coc12	-1.2
COc1cc(/C=N/Nc2ccccc2[N+](=O)[O-])ccc1OC(=O)c1ccccc1F	0.9
Clc1nnc2c3ccccc3ccn12	1.9
CC(=O)c1cccc(-c2cnc3c(NC=O)cc(-c4ccccc4Oc4ccccc4)cn23)c1	-3.0
CCS(=O)(=O)N1CCC(C(=O)NCc2cccnc2)CC1	-2.0
O=C(C1=NNCC1c1ccccc1)C1CO1 (stereo unspecified)	1.9
N#CCCCN1C(=O)C(O)(CC(=O)c2ccc3c(c2)OCCO3)c2ccccc21 (stereo unspecified)	-1.3
O=C(CNC(=S)N(Cc1ccccc1)Cc1cccnc1)NC1CCCCC1	-2.2
CCOC(=O)c1c(C)[nH]c(C)c1C(=O)COC(=O)c1ccc(Cl)c(S(N)(=O)=O)c1	-0.3
Cc1cccc(C(=O)NC2CCN(CC(=O)Nc3ccc4c(c3)OCO4)CC2)c1	0.9
O=C(Cc1cccc(NC(=O)C2CCCN(C(=O)CCc3ccccc3)C2)c1)Nc1cccc(C(=O)N2CCOCC2)c1 (stereo unspecified)	1.0
C1CCN(C2CCN(c3nc4nonc4nc3N3CCSCC3)CC2)C1	0.2
CC(C)CCN1CC(C(=O)NC(C)C)CC1=O (stereo unspecified)	0.3
CSc1ncccc1C(=O)Nc1cccc(S(=O)(=O)N2CCCC2)c1	-0.8
Cc1ccc2c(=O)n3c(nc2c1)C(Cc1ccccc1)NC(=O)c1cc2ccccc2cc1-3 (stereo unspecified)	-1.6
O=C(COC(=O)c1cnccn1)Nc1ncc(C(F)(F)F)cc1Cl	-1.3
Cc1ccc(C(=O)Nc2ccccc2C(=O)Nc2ccccn2)cc1Cl	2.9
Cc1ccc(CNC(=O)c2ccc(-n3cccc3)cc2)cc1	0.1
Cc1cc(C)cc(NC(=S)NCc2cccnc2)c1	0.7

Rewritten in CSV form: entries from further up.
compound,TTR transcr act
Cc1ccc2c(=O)n3c(nc2c1)C(Cc1ccccc1)NC(=O)c1cc2ccccc2cc1-3 (stereo unspecified),-1.6
O=C(COC(=O)c1cnccn1)Nc1ncc(C(F)(F)F)cc1Cl,-1.3

Carrying on.
SMILES	TTR transcr act
Cc1ccc(OCCn2c(CCNC(=O)c3ccc(F)cc3F)nc3ccccc32)cc1	2.4
COc1ccc2nc3oc(C(=O)N4CCN(c5ccccc5F)CC4)cc3cc2c1	-0.2
CC1Cc2cc(-c3csc(NC(=O)Cc4ccccc4)n3)ccc2N1S(C)(=O)=O (stereo unspecified)	-6.4
Cc1c(C(=O)O)c(=S)sn1CCOc1ccccc1	3.5
Cc1ccc(Nc2nc(COC(=O)COc3ccc(C=O)cc3)cs2)cc1	-0.6
CCN1C(=NCCOC)N[C@@H](c2ccccc2)[C@H](C(=O)OC)[C@H]1C	2.5
Cn1nnnc1SCCNC(=O)C1CCC(=O)N(Cc2ccccc2F)C1 (stereo unspecified)	-0.4
COC(=O)C1CN(Cc2ccccc2)CCS(=O)(=O)N1Cc1cccc(Cl)c1 (stereo unspecified)	2.0
COc1ccc(NC(=O)N2CCn3c2nc2ccccc23)cc1	-3.4
CCN(CC(=O)Nc1ccc(C(=O)OC)cc1)Cc1ccccc1	-0.6
CC1CN(C(=O)c2cc([N+](=O)[O-])cc([N+](=O)[O-])c2)CC(C)O1 (stereo unspecified)	-1.0
O=C(Cn1cnc2cc([N+](=O)[O-])ccc2c1=O)NCCc1ccc(F)cc1	1.2
O=C(O)c1ccccc1SCc1cn2ccccc2n1	4.3
CC(C)C[C@@H](CO)N1CCN(Cc2ccccc2)CCC1=O	-0.5
COc1cc(C)ccc1OCc1cc(C(=O)N2CCCCCCC2)no1	-0.6

Overlap with the part before: five entries, followed by the next part.
SMILES	TTR transcr act
CC1CN(C(=O)c2cc([N+](=O)[O-])cc([N+](=O)[O-])c2)CC(C)O1 (stereo unspecified)	-1.0
O=C(Cn1cnc2cc([N+](=O)[O-])ccc2c1=O)NCCc1ccc(F)cc1	1.2
O=C(O)c1ccccc1SCc1cn2ccccc2n1	4.3
CC(C)C[C@@H](CO)N1CCN(Cc2ccccc2)CCC1=O	-0.5
COc1cc(C)ccc1OCc1cc(C(=O)N2CCCCCCC2)no1	-0.6
CCN1C(=O)CC(N2CCC(Nc3ccc(OC)cc3)CC2)C1=O (stereo unspecified)	2.3
COC(=O)C(=O)C/C(=N/Nc1ncnc2ccccc12)c1ccc(Cl)cc1	-2.3
C=CCCCCCCCCc1nc(SCC(C)=O)n[nH]1	-1.0
COc1ccc(-c2nnn(CC(=O)NC(=O)NC3CCCCC3)n2)cc1OC	-2.1
Cc1ccccc1CSc1nnc(-c2ccccn2)n1C	-0.1

This is a subset (hit frequency here may not be typical).
